Bioassay records (PubChem BioAssay)
USP1-UAF1 inh: inhibitors of human USP1/UAF1 deubiquitinase; O94782; recombinant USP1/UAF1, Ub-Rhodamine cleavage fluorescence; Potency, µM (highest dose often 57.1 µM), for the others: at the top dose activity change, negative = inhibition, actives largely listed as inhibitors; 0.23% of 390,000 active; also: % is scaled to controls: 0 for no effect and ±100 for the full control effect; nearly all actives have a fitted effect of over 60% in size; inactives centre near -12
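Step one: compound is pinned into 1nM USP1/UAF1 in HEPES pH 7.8 buffer with TCEP. Step two: 15 min room-temperature incubation. Step three: Ub-Rho (150nM final) starts cleavage, tracked by fluorescence over six one-minute reads.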
12-LOX inh: inhibitors of human 12S-lipoxygenase ALOX12 | P18054 | purified 12hLO, xylenol orange hydroperoxide absorbance | Potency, µM (doses to about 108 µM), for inactives: at the highest dose activity change, negative = inhibition, actives largely listed as inhibitors | 1.1% of 580,000 active; also: % is scaled to controls: 0 for no effect and ±100 for the full control effect
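Hydroperoxide product was detected by ferrous iron/xylenol orange as the 573 to 405 nm absorbance ratio. Arachidonic acid at 40 uM (final) was turned over for 30 min at room temperature by 150 nM human 12hLO, pH 7.0 Hepes buffer, after 15 min compound preincubation.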
Vif-A3G inh: inhibitors of Vif-APOBEC3G interaction; Q9HC16; HeLa A3G-eYFP + Vif (tagged APOBEC3G with the HIV-1 protein that degrades it), YFP fluorescence, overnight; Potency, µM (top dose mostly 46.1 µM), for the others: at the highest dose activity, negative = active, most hits filed as inhibitors; 0.076% of 410,000 active; AID 602310;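 also: % is scaled to controls: 0 for no effect and ±100 for the full control effect; nearly all actives have a fitted effect of over 60% in size; hits raise eYFP signal because A3G escapes Vif-driven loss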
Target sequence (Q9HC16 whole entry, looked up): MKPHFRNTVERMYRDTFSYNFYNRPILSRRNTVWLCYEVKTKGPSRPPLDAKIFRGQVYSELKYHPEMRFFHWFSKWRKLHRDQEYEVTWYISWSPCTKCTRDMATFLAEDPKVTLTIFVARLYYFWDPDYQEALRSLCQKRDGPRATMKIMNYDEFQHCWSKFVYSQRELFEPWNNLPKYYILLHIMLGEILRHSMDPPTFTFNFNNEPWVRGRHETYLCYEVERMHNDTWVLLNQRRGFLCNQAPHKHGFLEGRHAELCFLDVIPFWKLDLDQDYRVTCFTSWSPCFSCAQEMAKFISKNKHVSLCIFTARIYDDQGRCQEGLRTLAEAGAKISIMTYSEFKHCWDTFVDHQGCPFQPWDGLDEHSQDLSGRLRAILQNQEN
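HeLa cells stably expressing Vif and C-terminally eYFP-tagged A3G, seeded overnight at 37 deg C, then exposed to compound by pintool overnight at 37 deg C. Rise in yellow fluorescence (Ex 488/Em 500-530, Acumen) marks blocked Vif-driven A3G degradation.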
Vif-A3F inh: inhibitors of Vif-A3F interaction; AID 602313; Potency, µM (titrated, usually from 46.1 µM), for inactives: at the top dose activity, negative = active; 0.2% of 390,000 active; HeLa A3F-eYFP + Vif (tagged APOBEC3F with the HIV-1 protein that degrades it), YFP fluorescence increase; also: % of control where 0% means no effect; nearly all actives have a fitted effect of over 65% in size
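Fluorescence increase (Ex 488/Em 500-530) after overnight compound treatment at 37 deg C flags inhibition of Vif-driven A3F-eYFP loss in stable HeLa A3F-eYFP/Vif cells seeded overnight beforehand.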
IDH1 R132H inh: inhibitors of human mutant IDH1 R132H. IDH1-R132H enzyme, NADPH consumption, diaphorase/resazurin fluorescence. Potency, µM (titrated, usually from 76.6 µM), without a hit: at the highest dose activity change, negative = inhibition, hits mostly inhibitors. 0.093% of 390,000 active; also: % is scaled to controls: 0 for no effect and ±100 for the full control effect; nearly all actives have a fitted effect of over 65% in size
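IDH1-R132H (0.5 ug/mL) preincubated 30 min with compound, then NADPH (0.016 mM) and alpha-KG (2 mM) added; 80 min at RT, pH 7.5. Remaining NADPH coupled via diaphorase/resazurin to fluorescence (540/590 nm); concentration-response curves normalized to no-enzyme control.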
RXFP1 agonist: agonists of human relaxin receptor RXFP1 | 0.3% of 370,000 active | HEK293T-RXFP1 cAMP TR-FRET, 30 min; response scale: percent of porcine relaxin response, buffer zero | Potency, µM (doses to about 57.5 µM), without a hit: at the highest dose activation, usual class: activators | AID 2676; also: % is scaled to controls: 0 for no effect and ±100 for the full control effect; nearly all actives have a fitted effect of over 60% in size; many of its hits are not listed in these tables
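HEK293 cells stably expressing RXFP1, treated 30 min at 37C with compounds plus PDE4 inhibitor Ro 20174; cAMP measured by HTRF TR-FRET. Normalized to buffer and 29 nM porcine relaxin; EC50 by Hill fit.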
TrxR1 substrate: substrates of rat thioredoxin reductase 1; 0.01% of 390,000 active; Potency, µM (highest dose often 114 µM), inactives show top-dose activity change, negative = substrate turnover; purified TrxR1 substrate turnover, NADPH consumption readout; O89049; also: % is scaled to controls: 0 for no effect and ±100 for the full control effect; nearly all actives have a fitted effect of over 50% in size
Target sequence (O89049 whole entry, looked up): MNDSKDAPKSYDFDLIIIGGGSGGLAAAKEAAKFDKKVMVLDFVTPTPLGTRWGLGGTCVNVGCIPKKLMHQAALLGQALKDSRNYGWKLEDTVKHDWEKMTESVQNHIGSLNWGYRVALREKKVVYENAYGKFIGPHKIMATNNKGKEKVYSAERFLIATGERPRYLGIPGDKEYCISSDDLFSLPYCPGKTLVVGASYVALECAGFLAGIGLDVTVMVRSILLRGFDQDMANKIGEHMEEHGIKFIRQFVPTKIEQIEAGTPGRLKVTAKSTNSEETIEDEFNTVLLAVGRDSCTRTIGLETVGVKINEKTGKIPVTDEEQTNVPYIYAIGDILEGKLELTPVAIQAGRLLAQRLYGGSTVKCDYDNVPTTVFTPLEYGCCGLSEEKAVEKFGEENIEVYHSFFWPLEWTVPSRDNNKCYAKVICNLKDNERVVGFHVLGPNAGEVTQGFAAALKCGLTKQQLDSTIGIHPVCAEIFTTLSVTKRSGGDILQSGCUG
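Rat TrxR1, dispensed at 90 nM, was prereduced with 400 uM NADPH (final) for 5 min at ~22 deg C, then incubated with compound 15 min before 400 uM selenite. A first-read NADPH fluorescence drop versus no-compound background flagged substrates.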
rTrxR1 inhibitor: rat TrxR1 inhibition. O89049. recombinant rTrxR1, NADPH fluorescence consumption, selenite substrate. Potency, µM (series often up to 114 µM), for the others: top-dose activity change, negative = inhibition, most hits filed as inhibitors. 1% of 390,000 active; also: % is scaled to controls: 0 for no effect and ±100 for the full control effect; nearly all actives have a fitted effect of over 65% in size
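Rat TrxR1 (90 nM in the dispensed reagent) was pre-reduced with 400 uM NADPH for 5 min at room temperature, then incubated with compound for 15 min. After 400 uM selenite was added, NADPH fluorescence (Ex 340/Em 450 nm) was followed for 8 min.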
RGS4 inhibitor: blocks human RGS4-accelerated GTP hydrolysis. 0.039% of 390,000 active. Potency, µM (top dose mostly 114 µM), for inactives: at the highest dose activity change, negative = inhibition, actives largely listed as inhibitors. Transcreener GDP fluorescence polarization, RGS4-accelerated GTP hydrolysis; also: % is scaled to controls: 0 for no effect and ±100 for the full control effect; nearly all actives have a fitted effect of over 75% in size; some results filed as inactive show a strong effect at the top dose
Target sequence (P49798 whole entry, looked up): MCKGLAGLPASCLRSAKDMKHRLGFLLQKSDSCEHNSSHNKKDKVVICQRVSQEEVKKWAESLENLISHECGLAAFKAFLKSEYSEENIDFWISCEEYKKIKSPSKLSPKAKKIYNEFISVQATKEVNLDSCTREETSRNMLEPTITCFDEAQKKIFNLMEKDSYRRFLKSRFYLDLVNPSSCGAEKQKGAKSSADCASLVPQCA
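MLSMR compounds (23 nl, pin-transferred) preincubated 10 min at room temperature with a 500nM (2x) first reagent, then RGS4 at 900nM (2x) plus Transcreener GDP mix added; fluorescence polarization (620/688 nm) read before and after 90 min at 30 °C.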
Starred values were filed as active, the others as inactive; ? = inconclusive; . = not tested or not shown; [ ] = another dose, or the depositor's remark. Calls follow the shape of the dose curve; as a rule, active = well fitted curve in the direction sought with a large enough effect; inconclusive = small, poorly fitted or top-dose-only effect, or another doubt; inactive = no such curve, though single readings can be large; an effect the other way counts as inactive or inconclusive. Potency is read from the fitted curve at half-maximal effect. Only part of the results is shown. The share of hits here may be higher or lower than overall.

SMILES	USP1-UAF1 inh	12-LOX inh	Vif-A3G inh	Vif-A3F inh	IDH1 R132H inh	RXFP1 agonist	TrxR1 substrate	rTrxR1 inhibitor	RGS4 inhibitor
O=C(CN1C(=O)C(=O)N(C2CCCC2)C1=O)NCCc1ccc(F)cc1	2.5%	-4.9%	1.0%	-2.5%	-3.4%	.	-1.7%	17.5%	6.7%
CC1C(=O)NC(=O)C1c1ccccc1 (stereo not given)	-1.1%	57.8%[activator]	0.1%	1.9%	1.8%	-1.3%	7.3%[57.1 µM]	5.5%[57.1 µM]	24.0%
CN(C)C(=O)c1ccc(-c2nnc(NCc3ccccc3)c3ccccc23)cc1	-20.1%	-16.3%	-6.1%	-4.7%	4.9%	0.8%	-7.5%	-0.5%	17.0%
CC(CCc1ccccc1)NC(=O)Cn1ncc2c3ccccc3n(Cc3ccccc3F)c2c1=O (stereo not given)	-7.6%	6.3%	-7.1%	0.0%	-2.6%	2.6%	14.0%	21.2%	-11.0%
CCN1C(C(=O)c2ccccc2)=C(OC(=O)COc2ccc(OC)cc2)c2ccccc2S1(=O)=O	-21.3%	-0.9%	-6.7%	3.7%	-1.6%	-0.6%	4.7%	12.6µM*	6.0%
O=C(CCCN1C(=O)/C(=C\c2ccccc2)SC1=S)Nc1ccc(O)cc1C(=O)O	-26.5%	?	1.7%	2.8%	-9.3%	-0.2%	1.6%	-21.9%	-40.0%
CCOC(=O)c1ccc(NC(=O)CN2C(=O)CSC2=O)cc1	-11.8%	-6.5%	-1.4%	-7.4%	-1.2%	2.4%	5.1%[57.1 µM]	14.9%[57.1 µM]	1.0%
O=C(CCCCCn1c(=S)[nH]c2ccc(N3CCOCC3)cc2c1=O)NCCc1ccccc1	-13.7%	-21.1%	-5.6%	-0.8%	9.5%	3.4%	-12.0%[57.1 µM]	24.9%[57.1 µM]	-9.2%
CCn1c(SCC(=O)Nc2cccc(OC)c2)nc2ccccc2c1=O	-5.5%	16.8%	-11.7%	6.1%	0.5%	4.4%	9.1%	19.3%	16.9%
FC(F)(F)c1nc(N2CCN(c3ccccc3)CC2)nc2c1CCCCC2	-10.3%	-9.7%	-0.4%	5.8%	6.8%	0.9%	2.2%	-6.2%	-0.5%
COc1ccc(C(=O)N/C(=C\c2ccc([N+](=O)[O-])cc2)C(=O)NC(CCSC)C(=O)O)cc1 (stereo not given)	-11.2%	-20.8%	1.4%	-5.7%	11.6%	1.0%	-8.1%	-7.0%	-15.5%
CCOc1ccc(C(=O)NC(=S)N(Cc2ccccc2)Cc2ccccc2)cc1	-17.1%	?	6.0%	-4.3%	-0.2%	-1.0%	1.9%[57.1 µM]	34.0%[57.1 µM]	-34.3%
CCCS(=O)(=O)Nc1cccc(-c2ccc3nnc(C)n3n2)c1	-17.9%	3.6%	3.5%	?	7.0%	17.6%	1.2%	7.1%	-18.6%
O=C(CNC(=O)COc1ccccc1)NCc1cccnc1	0.5%	-12.4%	0.5%	-1.3%	5.8%	5.5%	2.3%[0.457 µM]	4.2%	11.1%
CCOc1ccc2nc(SCC(=O)NC3CC3)sc2c1	-11.5%	440.1%[activator]	-8.7%	-0.3%	7.0%	-0.6%	-1.1%	-12.0%	-8.7%
Cc1ccc(NC(=O)c2ccc(OC(=O)COc3cccc(Cl)c3)cc2)cc1	-8.5%	-17.3%	0.5%	0.8%	0.0%	3.3%	3.9%	12.8%	-0.8%
CCN(CC)CCn1c2c(c(SCC(=O)Nc3cc(C)on3)nc1=O)CCCC2	-3.0%	-0.6%	1.1%	9.3%	-8.4%	1.0%	-1.8%[57.1 µM]	-4.5%	-14.8%
COc1ccc(C=NOCC(=O)OCC(=O)Nc2ccc(OC)cc2)cc1	-2.6%	-28.5%	-2.4%	3.2%	7.6%	.	5.0%	14.7%	11.8%
Cc1ccc(S(=O)(=O)Cn2nnnc2C(CC(C)C)N2CCN(c3ccc(F)cc3)CC2)cc1 (stereo not given)	-6.2%	0.0%	0.1%	2.0%	8.1%	-3.7%	1.1%	30.8%	14.4%
C/C(=N\Nc1ccccc1)c1cccc(N)c1	-5.5%	?	-2.0%	-0.7%	6.2%	-0.4%	1.5%[57.1 µM]	-1.0%[57.1 µM]	-39.0%
Cc1cnn(C(=O)c2cc(-c3ccccn3)nc3ccc(Cl)cc23)c1	0.3%	-18.0%	-2.8%	?	7.5%	?	5.4%[57.1 µM]	28.9%[57.1 µM]	-8.9%
CC(C)C12CN3CC(C(C)C)(CN(C1)C3c1ccc([N+](=O)[O-])o1)C2=O (stereo not given)	-18.7%	28.6%	3.2%	0.3%	3.5%	-1.9%	-2.7%	-6.1%	23.6%
CCC(=O)NN1CCc2cc3ccc(C)cc3nc21	-22.7%	-13.6%	-9.7%	12.7%	-3.0%	0.7%	62.7%[activator]	-15.7%	-0.5%[56.9 µM]
Cc1ccc(C(=O)N/C(=C\c2ccc(-c3ccc(Br)cc3)o2)C(=O)NCCCN(C)C)cc1	-11.4%	?	?	6.7%	-1.9%	2.3%	2.3%	-12.3%	26.6%
CCc1nc(SCC(=O)N2CCCC2)c2c(=O)n(C)c(=O)n(C)c2n1	0.2%	-1.0%	-0.9%	-5.3%	11.3%	12.2%	-7.0%	1.9%	4.5%
O=C(NCc1ccccn1)c1nn(-c2ccccc2Cl)nc1CO	-2.6%	-13.1%	7.8%	1.8%	0.2%	-1.9%	0.4%	16.5%	1.5%
Nc1cc(=O)[nH]c(SCC(=O)Nc2ccccc2Sc2ccc(Cl)cc2)n1	-13.6%	-12.4%	-0.1%	6.2%	29.6%	-0.1%	9.9%[57.1 µM]	20.3%[57.1 µM]	20.6%
COc1ccc(CCNC(=O)CCc2cc(OC)c(OC)c(OC)c2)cc1	-20.1%	21.5%	-5.1%	-6.4%	-6.8%	2.0%	5.5%	19.7%	-14.3%
Cc1ccc(C(=O)N2CCc3cc(CNC(=O)c4ccnn4C)ccc32)cc1	4.6%	-4.5%	12.1%	12.0%	-12.8%	-0.2%	-5.6%[57.1 µM]	1.3%[57.1 µM]	33.1%
O=C(CCC1CCCC1)NCc1cccs1	7.9%	-6.8%	0.4%	-1.0%	-4.7%	1.8%	-3.8%[57.1 µM]	-6.7%[57.1 µM]	-5.1%

Grouped by structure: those above with a furan ring, fused or not
SMILES	USP1-UAF1 inh	12-LOX inh	Vif-A3G inh	Vif-A3F inh	IDH1 R132H inh	RXFP1 agonist	TrxR1 substrate	rTrxR1 inhibitor	RGS4 inhibitor
CC(C)C12CN3CC(C(C)C)(CN(C1)C3c1ccc([N+](=O)[O-])o1)C2=O (stereo not given)	-18.7%	28.6%	3.2%	0.3%	3.5%	-1.9%	-2.7%	-6.1%	23.6%
Cc1ccc(C(=O)N/C(=C\c2ccc(-c3ccc(Br)cc3)o2)C(=O)NCCCN(C)C)cc1	-11.4%	?	?	6.7%	-1.9%	2.3%	2.3%	-12.3%	26.6%

(cont.)
SMILES	USP1-UAF1 inh	12-LOX inh	Vif-A3G inh	Vif-A3F inh	IDH1 R132H inh	RXFP1 agonist	TrxR1 substrate	rTrxR1 inhibitor	RGS4 inhibitor
Cc1cccc(N2CCN(C(=O)c3nn(C)c4c3CSc3ccccc3-4)CC2C)c1 (stereo not given)	?	?	-4.6%	-1.7%	0.0%	-3.6%	1.9%	17.7%	10.5%
COc1ccc(NC(=O)c2ccc(-c3ccc(C)c4ccccc34)o2)cc1	-24.3%	-13.0%	-1.1%	0.6%	-1.3%	0.2%	-0.7%	-23.6%	-2.0%
COc1ccc(N(CC(=O)N2CCc3ccccc3C2)S(=O)(=O)c2c(C)nn(C)c2C)cc1	-21.5%	9.6%[57.4 µM]	-0.9%	0.5%	1.7%	0.7%	-4.6%[57.1 µM]	-8.6%[57.1 µM]	-43.8%
Cn1c(=O)c2c(ncn2CC(=O)OCC(=O)Nc2cccc(C#N)c2)n(C)c1=O	-9.5%	1.8%	-4.6%	2.2%	-2.6%	.	.	.	.
O=C(COc1ccccc1Cl)NCCCNC(=O)c1cnccn1	-21.6%	-3.2%	-3.1%	5.6%	-4.7%	0.4%	5.1%	14.4%	-10.7%
CN(C(=O)Cn1nnc(-c2cccnc2)n1)C1CCCCC1	-6.1%	-0.1%	1.9%	-10.3%	1.2%	0.0%	-0.5%	7.3%	17.6%
COc1cc2c(cc1OC)C(c1cccc(C)c1)CC(=O)N2 (stereo not given)	-16.4%	-1.0%	0.1%	-4.5%	8.7%	0.8%	8.4%	37.7%[activator]	-5.4%
CCOC(=O)c1ccc(NC(=O)CN(C)S(=O)(=O)c2ccc(OC)cc2)cc1	-19.4%	-10.5%	0.4%	9.1%	3.1%	-0.3%	5.8%	7.8%	1.8%
CN(C)C(=S)NC1CCS(=O)(=O)C1 (stereo not given)	-16.5%	-3.8%	0.7%	-1.0%	-4.6%	1.1%	4.8%[57.1 µM]	13.0%[57.1 µM]	0.9%
Nc1nc(Nc2cccc(Cl)c2)n[nH]1	-8.8%	72.9%[activator]	1.2%	26.1%	6.3%	-1.9%	1.0%	22.5%	4.6%
Cc1nc2ccc(NC(=O)CCS(=O)(=O)c3ccc(Cl)cc3)cc2s1	0.1%	8.3%	2.2%	-18.9%	-1.8%	0.8%	-7.1%	9.6%	-49.4%
Cc1ccccc1Oc1cccc(C(=O)/C(C#N)=C/N(C)C)c1	-13.0%	?	-8.4%	-5.8%	3.7%	0.9%	-5.3%	3.1%	27.9%
